Pf apPOL inh: Pf-apPOL inhibitors, biochemical, fluorescence. AID 1794808, 2022. Recombinant Pf-apPOL, molecular beacon fluorescence, 1.5 h. 210,000 tested, 0.25% active. inhibition, % at 10 µM. Plasmodium falciparum apicoplast DNA polymerase (apPOL)
mHTT-CaM PPI inh: mutant huntingtin-calmodulin interaction inhibitors – biochemical, AlphaScreen, primary screen; P42858; AlphaScreen His-mHTT/GST-CaM binding, luminescence; inhibition, % at 15 µM; 190,000 tested, 3.6% active;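 also: 0% = both proteins with DMSO and 100% = one protein alone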
* marks the source's active call; other numbers are inactive results; i = inactive; x = not tested or not shown; & = joins results of further samples. Rule as the data show it: active = inhibition above about 50%; inactive = the rest. Not all compounds are listed; rates above refer to the full screens.

[1] COc1ccc(-n2nc3c(c2NC(=O)c2cccc(Cl)c2)CSC3)cc1
[2] O=C(CCC1CCCN(C(=O)Nc2ccccc2)C1)NCCN1CCCC1 (stereo unspecified)
[3] Cc1ccc(-c2ccc(CN3C(C(C)C)C(=O)N(Cc4cn(CCC5OCCCO5)nn4)CCS3(=O)=O)cc2)cc1 (stereo unspecified)
[4] Cn1c(C2CCN(S(=O)(=O)c3ccccc3Cl)CC2)cc(=O)n2nccc12
[5] CN(C)S(=O)(=O)c1ccc(C(=O)Nc2ccccn2)cc1
[6] C=CCn1c(=N)c(C(=O)NCc2ccccc2)cc2c(=O)n3ccccc3nc21
[7] Cn1cc(CCN2CCN(C(=O)c3ccc(Cl)cc3)CC2)c2cccnc21
[8] COc1ccc(/C=C2/N=C(c3cc(Cl)ccc3OC)OC2=O)cc1OC
Assay by compound,1,2,3,4,5,6,7,8
Pf apPOL inh,1,-5,-17,2,0,-3,-2,-3
mHTT-CaM PPI inh,35,41,19,-2,-3,-2,22,-1

[9] O=C(CSc1nnc(-c2ccccc2)o1)c1ccc(Cl)c(Cl)c1
[10] COc1ccc(C=C2Oc3c(ccc(O)c3C)C2=O)cc1OC
[11] CNC(=O)C(C1CCCC1)N1CCN(C(=O)Nc2cccc(F)c2)CC1 (stereo unspecified)
[12] N#CC(C#N)=C1Cc2cccc3cccc1c23
[13] O=C(C1CCN(c2cnc(N3CCCC3)nc2)CC1)N1CCCCC1
[14] Nc1cc(=O)[nH]c(SCc2nc(-c3ccccc3)no2)n1
[15] CC(=O)N1CCN(S(=O)(=O)c2ccc(C(=O)Nc3nncs3)cc2)CC1
[16] Cc1cccc(CNC(=O)C2CCN(c3cncnc3N3CCCCC3)CC2)c1
Assay by compound,9,10,11,12,13,14,15,16
Pf apPOL inh,-6,-12,1,x,-2,-4,3,-9
mHTT-CaM PPI inh,-8,24,-8,3,-4,-5,24,14

[17] COc1ccc(-c2c(C#N)c(N)nc(OC)c2C#N)cc1OC
[18] COc1ccc(-c2cc3nc4c(c(=O)n3[nH]2)CN(C(=O)c2ccncc2)CC4)cc1
[19] Cc1nn(-c2ccccc2)c2nc(N)c(C(N)=O)cc12
[20] Clc1ccccc1CN1CCSCC1
[21] Cc1noc(-c2cccs2)c1C(=O)NC(C)c1ccccc1 (stereo unspecified)
[22] O=C(c1cc(F)ccc1Cl)N1CCc2nc3cc[nH]n3c(=O)c2C1
[23] COCCn1cc2c3c(cccc31)CN(C(=O)Cc1cccc(OC)c1)CC2
[24] CC(C)c1ccc(OCC(O)CN2CCCCC2)cc1 (stereo unspecified)
Assay by compound,17,18,19,20,21,22,23,24
Pf apPOL inh,-5,-2,-5,-1,-1,0,-6,-10
mHTT-CaM PPI inh,2,1,x,-2,-12,3,46,-2

[25] COc1ccccc1N1CCN(c2ncc3c(n2)CCN(Cc2ccc(C)cc2)C3)CC1
[26] C=C(C)Cc1c(C)nc(-c2ccc(Cl)cc2)nc1OC(=S)N(CC)CC
[27] COCCCNc1nc2c([nH]1)c(=O)n(C)c(=O)n2C
[28] CCn1c(=O)c(C(=O)NCC2CCCCC2)nc2cccnc21
[29] CN1CCCC1CCNC1C2CC3CC(C2)CC1C3 (stereo unspecified)
[30] Cc1oc(C2CCN(C(=O)c3ccccc3Cl)CC2)nc1C(=O)N1CCCCC1
[31] COc1ccc([N+](=O)[O-])cc1NC(=O)C1CC1
[32] CN(CC1(C)CCOCC1)S(=O)(=O)c1ccc(Cl)s1
Assay by compound,25,26,27,28,29,30,31,32
Pf apPOL inh,2,4,1,-1,-1,-5,-4,-7
mHTT-CaM PPI inh,-6,x,-1,-2,-9,4,-4,-14

Copied from above, compounds 14 to 32
[14] Nc1cc(=O)[nH]c(SCc2nc(-c3ccccc3)no2)n1
[15] CC(=O)N1CCN(S(=O)(=O)c2ccc(C(=O)Nc3nncs3)cc2)CC1
[16] Cc1cccc(CNC(=O)C2CCN(c3cncnc3N3CCCCC3)CC2)c1
[17] COc1ccc(-c2c(C#N)c(N)nc(OC)c2C#N)cc1OC
[18] COc1ccc(-c2cc3nc4c(c(=O)n3[nH]2)CN(C(=O)c2ccncc2)CC4)cc1
[19] Cc1nn(-c2ccccc2)c2nc(N)c(C(N)=O)cc12
[20] Clc1ccccc1CN1CCSCC1
[21] Cc1noc(-c2cccs2)c1C(=O)NC(C)c1ccccc1 (stereo unspecified)
[22] O=C(c1cc(F)ccc1Cl)N1CCc2nc3cc[nH]n3c(=O)c2C1
[23] COCCn1cc2c3c(cccc31)CN(C(=O)Cc1cccc(OC)c1)CC2
Assay by compound,14,15,16,17,18,19,20,21,22,23
Pf apPOL inh,-4,3,-9,-5,-2,-5,-1,-1,0,-6
mHTT-CaM PPI inh,-5,24,14,2,1,x,-2,-12,3,46

[24] CC(C)c1ccc(OCC(O)CN2CCCCC2)cc1 (stereo unspecified)
[25] COc1ccccc1N1CCN(c2ncc3c(n2)CCN(Cc2ccc(C)cc2)C3)CC1
[26] C=C(C)Cc1c(C)nc(-c2ccc(Cl)cc2)nc1OC(=S)N(CC)CC
[27] COCCCNc1nc2c([nH]1)c(=O)n(C)c(=O)n2C
[28] CCn1c(=O)c(C(=O)NCC2CCCCC2)nc2cccnc21
[29] CN1CCCC1CCNC1C2CC3CC(C2)CC1C3 (stereo unspecified)
[30] Cc1oc(C2CCN(C(=O)c3ccccc3Cl)CC2)nc1C(=O)N1CCCCC1
[31] COc1ccc([N+](=O)[O-])cc1NC(=O)C1CC1
[32] CN(CC1(C)CCOCC1)S(=O)(=O)c1ccc(Cl)s1
Assay by compound,24,25,26,27,28,29,30,31,32
Pf apPOL inh,-10,2,4,1,-1,-1,-5,-4,-7
mHTT-CaM PPI inh,-2,-6,x,-1,-2,-9,4,-4,-14

Next part
[33] COCCNC(=O)C1(C)CCC(=O)N1Cc1ccccc1C (stereo unspecified)
[34] Cc1ccc(C(=O)NCC2CCCN(S(=O)(=O)c3ccc(F)cc3F)C2)cc1 (stereo unspecified)
[35] Cc1ccc2nc(-c3cccc(N=Cc4cccc([N+](=O)[O-])c4O)c3)oc2c1
[36] Clc1cccc(C2CC(c3ccc(I)cc3)Nc3ncnn32)c1 (stereo unspecified)
[37] O=C(NCc1cccnc1)NC1(C(F)(F)F)Oc2ccc(Cl)cc2O1 (stereo unspecified)
[38] Cc1c(Cl)ccc2c1=NC(=O)C=2c1sc(Nc2ccc(Br)cc2)nc1O
[39] CCC1CCCCN1C(=O)CSc1nc2c(c(=O)n1-c1ccc(F)cc1)SCC2 (stereo unspecified)
[40] NC(=S)Cc1ccc([N+](=O)[O-])cc1
Assay by compound,33,34,35,36,37,38,39,40
Pf apPOL inh,4,-3,0,-3,2,4,-7,6
mHTT-CaM PPI inh,-2,-4,1,51*,-3,10,7,x

[41] CCOC(=O)c1cc2cc([N+](=O)[O-])ccc2oc1=O
[42] CCOC(=O)c1ccc(OCC2NCCc3cc(OC)c(OC)cc32)cc1 (stereo unspecified)
[43] CNC(=O)c1cc2c(=O)n3ccccc3nc2n(CCN2CCOCC2)c1=N
[44] O=C(c1cc([N+](=O)[O-])ccc1N1CCc2ccccc2C1)N1CCOCC1
[45] Cc1ccc(Nc2nc(O)c(C3=c4cc(Br)ccc4=NC3=O)s2)cc1C
[46] Cc1noc(C2CCCCN2Cc2cc(=O)n3ccccc3n2)n1 (stereo unspecified)
[47] Cc1nc(OCC(=O)Nc2cc(Cl)ccc2Cl)c2ccccc2n1
[48] CCOC(=O)c1cnc(SC)nc1C
Assay by compound,41,42,43,44,45,46,47,48
Pf apPOL inh,6,-4,5,-12,0,-7,-1,x
mHTT-CaM PPI inh,3,5,-3,8,10,-4,3,-2

[49] COc1cc2c(cc1OC)-c1nnc(-c3ccco3)n1C(C)(C)C2
[50] CCCNC(=O)c1ccc(CN2C(=O)COc3ccccc32)o1
[51] COc1ccc(CN2CCCC2c2cc(C(C)C)on2)cc1 (stereo unspecified)
[52] CSc1sc(SC)c(/C=N/O)c1/C=N/O
[53] CC(C)CC(=O)N1CCN(Cc2ccccc2)CC1
[54] N#Cc1ccc(Oc2ccc(C(=O)O)cc2)cc1
[55] Nc1nc(Sc2cc(-n3cccc3)c(Cl)cc2[N+](=O)[O-])n[nH]1
[56] CCOc1ccc(/C=C2/N=C(c3ccccc3)OC2=O)c(OC)c1
Assay by compound,49,50,51,52,53,54,55,56
Pf apPOL inh,1,-4,-2,-6,-3,4,-3,-2
mHTT-CaM PPI inh,-4,-2,-6,i,-3,1,x,8

[57] C=CCSc1nnc2c3ccccc3n(Cc3cccc(C)c3)c2n1
[58] O=C(c1csc(-c2ccnc(N3CCCCC3)c2)n1)N1CCCCCC1
[59] CCOC(=O)N1CCN(C(=O)C(C)(C)C)CC1
[60] CCCCNC(=O)c1ccc2c(c1)ncn2-c1cc(OC)c(OC)c(OC)c1
[61] CC(C(=O)N1CCc2ccccc2C1)N1C(=O)c2ccccc2C1=O (stereo unspecified)
[62] CCN(CC)C(=O)c1sc(NC(=O)c2ccc([N+](=O)[O-])cc2)c(C(N)=O)c1C
[63] O=C(C1CCCO1)N1CCC(CCOc2ccccc2)CC1 (stereo unspecified)
[64] O=C1C2C3C=C(Cl)C(c4ccccc43)C2C(=O)N1Cc1ccccc1 (stereo unspecified)
Assay by compound,57,58,59,60,61,62,63,64
Pf apPOL inh,3,-1,x,28,3,0,3,1
mHTT-CaM PPI inh,-18,-24,3,-1,-2,2,2,-9

[65] CCC(=O)Nc1cc2nn(-c3ccc(OC)cc3)nc2cc1C
[66] COc1ccc2oc(=Nc3ccc(C)cc3)c(C(=O)NC(C)=O)cc2c1
[67] CSc1ccc(CCN2C(=O)CCC2(C)C(=O)NCc2ccccc2)cc1 (stereo unspecified)
[68] COc1cccc(CNC(=O)C2CCN(c3nccnc3Oc3cccc(OC)c3)CC2)c1
[69] CC(=O)Nc1cccc2c(C(=O)N3CCN(c4ccc(C)cc4)CC3)ccnc12
[70] Cc1cc(Oc2ccc(NC(=O)CC(C)C)cn2)ccc1F
[71] Cc1ccccc1CNC(=O)c1cc2n(n1)CCCN(Cc1ccc(F)cc1)C2=O
[72] CCCCN(CC)S(=O)(=O)c1ccc2nc(-c3ccccc3)[nH]c2c1
Assay by compound,65,66,67,68,69,70,71,72
Pf apPOL inh,-1,4,1,-4,5,-2,10,-8
mHTT-CaM PPI inh,-2,5,-7,4,15,-24,0,0

[73] Cc1ccc(-c2cnc3ccccc3n2)cc1[N+](=O)[O-]
[74] Nc1ccc(C(=O)Nc2ccc(Oc3ccc(NC(=O)c4ccc(N)cc4)cc3)cc2)cc1
[75] CC(=O)Nc1c(C(N)=O)oc2ccc(Cl)cc12
[76] Cc1ccc(OCCCCN2CCCC2)c(Br)c1
[77] CC(NC(=O)c1ccccc1F)c1nc2ccccc2[nH]1 (stereo unspecified)
[78] O=C(c1cccs1)N1CCCCC1CCN1CCOCC1 (stereo unspecified)
[79] CC1(C)C2CCC1(C)C(OCC(O)CN1CCN(c3ccccc3)CC1)C2 (stereo unspecified)
[80] COc1ccc(S(=O)(=O)Oc2ccc3c(c2)OC(=Cc2ccccc2)C3=O)cc1
Assay by compound,73,74,75,76,77,78,79,80
Pf apPOL inh,-8,-2,-4,-3,-9,1,0,-4
mHTT-CaM PPI inh,2,2,1,4,6,-5,52*,4

[81] O=C(O)c1cc(N2C(=O)/C(=C/c3ccc(Cl)cc3)C=C2c2ccccc2)ccc1O
[82] Cn1cccc1CN(C(=O)c1ccc(Cl)c(Cl)c1)C1CC1
[83] O=C1Nc2ccccc2NC12CCOCC2
[84] CC(=O)c1ccc(S(=O)(=O)NCCOc2cc(C)cc(C)c2)cc1
[85] CCN(CC)C(=O)C1CCCN(Cc2ccc(Cl)cc2Cl)C1 (stereo unspecified)
[86] Cc1nc(Nc2ccc(F)c(Cl)c2)c2cc(C)sc2n1
[87] Clc1ccc(-n2ncnc2-c2cccnc2)cc1
[88] COc1cc(OC)cc(C(=O)Nc2cccc(-c3nc4ncccc4o3)c2C)c1
Assay by compound,81,82,83,84,85,86,87,88
Pf apPOL inh,-3,-4,2,0,-8,-4,0&2,8
mHTT-CaM PPI inh,74*,16,18,-1,-1,-11,4&14,1

Next part; it opens with the two that closed the last part.
[87] Clc1ccc(-n2ncnc2-c2cccnc2)cc1
[88] COc1cc(OC)cc(C(=O)Nc2cccc(-c3nc4ncccc4o3)c2C)c1
[89] CCCc1nc2cccnc2n1C1CCN(C(=O)Nc2ccccc2OCC)C1 (stereo unspecified)
[90] CC(C)CC(=O)N1CCc2c(c(C(=O)NCc3ccc(Cl)cc3)nn2C)C1
[91] Cc1ccccc1CN1CCC(N2CCN(CCO)CC2)CC1
[92] COc1cccc(-c2nc(C3CCN(C(=O)c4ccc(C)c(C)c4)CC3)no2)c1
[93] CCCn1cnnc1C1CCCCN1C(=O)c1ccco1 (stereo unspecified)
[94] Cc1onc(-c2ccccc2)c1C(=O)NC(C)c1ccccc1 (stereo unspecified)
[95] Cn1nc(C(=O)Nc2cccc(Br)c2)cc1C(=O)O
[96] COc1cc(C=O)ccc1OCC(=O)O
Assay by compound,87,88,89,90,91,92,93,94,95,96
Pf apPOL inh,0&2,8,-3,3,-2,-4,0,1,-4,10
mHTT-CaM PPI inh,4&14,1,6,66*,2,45,1,0,-1,-6

Bioassay records from PubChem BioAssay.
